# PglD inh: blocks C. jejuni PglD acetyltransferase activity | inhibition, % at 12.5 µM | purified PglD enzyme, DTNB colorimetric CoA detection | actives 0.098% (n = 360,000); in the data active = inhibition above about 16%, passing the limit was not always enough; inconclusive = no clear call, values can overlap the other calls; also: strong numbers were not always called active
# S100A4 inh HTS: blocks human S100A4 binding to myosin IIA peptide. P26447. S100A4/TAMRA-MyoIIA peptide fluorescence polarization. inhibition, % at 10.7 µM. actives 0.14% (n = 360,000). AID 652163;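 active = mean inhibition of at least 70% across replicates, with every replicate also reaching that level; inconclusive = mean inhibition reaches 70% but some replicates fall short; inactive = mean inhibition below 70%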
# Target sequence (P26447 whole entry, looked up): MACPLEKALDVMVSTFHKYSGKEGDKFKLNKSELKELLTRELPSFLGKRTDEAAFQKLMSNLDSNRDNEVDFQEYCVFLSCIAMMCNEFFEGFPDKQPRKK
#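 Material: human S100A4 monomer with TAMRA-labelled myosin IIA peptide; buffer or medium: HEPES pH 7.2 with CaCl2, KCl, NaCl, DTT, Triton; compound dosing: one concentration per compound; schedule: 5 min incubation before reading; benchmarks: neutral control DMSO, positive control TFP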
# DENV2 CPE: protects cells from dengue virus 2 cytopathic effect | DENV2-infected cells, cytopathic effect rescue, plate reader | AID 651640 | CPE inhibition, % at 9.99 µM | actives 1.7% (n = 350,000); in the data active = CPE inhibition above about 20%, passing the limit was not always enough; inconclusive = no clear call, values can overlap the other calls; tested in BHK-21 cells;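 also: 0% = median of neutral control wells and 100% = median of positive control wells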
# E-selectin induc: E-selectin induction on HUVECs; P16581; HUVEC E-selectin immunofluorescence imaging; normalized: neutral wells 0, TNF-alpha wells 100; activation, % at 7.58 µM; actives 0.37% (n = 260,000); AID 686992;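 active = mean E-selectin-positive cell signal at least 10% of the positive control, reached in at least 60% of replicates, without over 20% cell loss; inconclusive = no rule given, readout overlaps actives, possibly toxicity-flagged; inactive = the rest, including those meeting only one limit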;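 also: in these data hits start at about 27%; measured in HUVEC primary endothelial cells; signal is the percent of cells scored E-selectin positive by PE staining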
#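 Read-out basis: % PE-positive cells; Test system: HUVEC primary endothelial cells; Technique: immunofluorescence imaging; Dosing: single-point compound dose.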
# ERp5 block: inhibitors of human ERp5 | Q15084 | ERp5 insulin aggregation, absorbance 650 nm, 90 min | inhibition, % at 9.99 µM | actives 0.05% (n = 350,000) | AID 651711;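 active = mean replicate inhibition above about 25%, with every replicate also reaching it, limit read from the data, passing the limit was not always enough; inconclusive = only one of those two criteria met; inactive = neither criterion met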
# Target sequence (Q15084 whole entry, looked up): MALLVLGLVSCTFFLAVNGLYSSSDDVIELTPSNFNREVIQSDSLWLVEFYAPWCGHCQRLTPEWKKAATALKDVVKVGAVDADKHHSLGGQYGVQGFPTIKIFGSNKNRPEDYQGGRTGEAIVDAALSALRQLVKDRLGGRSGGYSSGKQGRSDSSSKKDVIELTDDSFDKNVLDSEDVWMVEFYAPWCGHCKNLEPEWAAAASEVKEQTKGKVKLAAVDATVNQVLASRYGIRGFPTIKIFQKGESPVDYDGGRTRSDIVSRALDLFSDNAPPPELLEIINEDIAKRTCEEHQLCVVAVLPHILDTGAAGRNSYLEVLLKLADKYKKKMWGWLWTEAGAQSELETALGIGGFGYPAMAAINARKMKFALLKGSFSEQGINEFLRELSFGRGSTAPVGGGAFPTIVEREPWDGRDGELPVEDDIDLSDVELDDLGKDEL
# C2C12 statin: suppression of simvastatin myotoxicity. C2C12 myotubes + simvastatin, ATP luminescence, 48 h; scaled: DMSO 0, geranylgeraniol control 100. rescue of ATP level, % at 7.49 µM. actives 0.78% (n = 330,000). AID 602340;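 active = mean ATP rescue above about 67%, or every replicate alone reaching that limit, limit read from the data, passing the limit was not always enough; inconclusive = no clear call, values can overlap the other calls; inactive = mean under the limit and some replicate under it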;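 also: myotubes were challenged with 10 µM simvastatin during compound exposure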
# SIRT5 inh: blocks human SIRT5 desuccinylation of peptide; Q9NXA8; inhibition, % at 15 µM; actives 1.1% (n = 330,000); Purified SirT5, succinyl-peptide AMC, trypsin-coupled fluorescence; in the data active = inhibition above about 15%; inconclusive = no clear call, values can overlap the other calls
# Target sequence (Q9NXA8 whole entry, looked up): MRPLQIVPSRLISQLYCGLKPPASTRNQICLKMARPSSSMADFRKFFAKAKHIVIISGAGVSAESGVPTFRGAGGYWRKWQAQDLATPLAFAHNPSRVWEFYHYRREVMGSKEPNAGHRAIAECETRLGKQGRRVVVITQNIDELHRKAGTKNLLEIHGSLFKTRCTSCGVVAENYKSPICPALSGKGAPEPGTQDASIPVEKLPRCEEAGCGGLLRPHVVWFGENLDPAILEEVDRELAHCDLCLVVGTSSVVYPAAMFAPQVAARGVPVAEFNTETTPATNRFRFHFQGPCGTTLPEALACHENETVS
# Numbers without * were called inactive; ? = inconclusive; . = not tested or not shown; & = joins results of further samples. Some of the compounds tested; the hit share may differ from the screen's.
1	Cc1ccc(OCC(=O)NNC(=O)CCc2ccccc2)cc1
2	COCC#Cc1cnc2c(c1)C(=O)N([C@H](C)CO)C[C@@H](C)[C@H](CN(C)C(=O)c1ccc3c(c1)OCO3)O2
3	O=C(C[C@H]1CC[C@@H]2[C@H](COC[C@H](O)CN2S(=O)(=O)c2ccccc2)O1)NCc1ccc2c(c1)OCO2
4	Cc1ccc(CN2CC(C(=O)Nc3ccncc3)CC2=O)cc1 (stereo not drawn)
5	O=C(Cc1ccncc1)N1C[C@@H]2N[C@H](C1)C2c1ccc(-c2cccc(F)c2)cc1 (stereo partly drawn)
6	O=C1CN(Cc2ccc(F)cc2)C[C@H]2[C@H](c3ccc(Br)cc3)[C@@H](CO)N12

assay / compound	1	2	3	4	5	6
PglD inh	5.3	-5.2	3.9	-1.0	.	.
S100A4 inh HTS	1.5	3.0	-21.8	1.1	2.3	-8.2
DENV2 CPE	.	0.0	7.9	9.3	-3.1	-2.2
E-selectin induc	.	0.1	-0.1	.	0.0	-0.6
ERp5 block	1.3	-5.5	5.1	-1.9	-2.5	0.7
C2C12 statin	-4.6	-4.9	2.5	3.1	.	.
SIRT5 inh	1.9	4.3	-1.8	0.3	6.6	1.7

7	O=C(C1CCCC1)N1CCCCN2[C@@H](CO)[C@@H](c3ccc(C#CC4(O)CCCC4)cc3)[C@@H]2C1
8	CC(C)NC(=O)N[C@@H]1CC[C@H](CC(=O)O)O[C@@H]1CO
9	Fc1ccccc1COc1ccc(Br)cc1CNCC1CCCO1 (stereo not drawn)
10	O=C(NCC[C@@H]1CC[C@@H](NS(=O)(=O)c2ccc(F)cc2)[C@H](CO)O1)c1ccc2c(c1)OCO2
11	CCOC(=O)CN1C(=O)C(=O)N(Cc2ccccc2)C1=O
12	Cc1noc(C)c1NC(=O)Nc1ccc2c(c1)C(=O)N([C@H](C)CO)C[C@@H](C)[C@H](CN(C)C(=O)NC1CCCCC1)O2

assay / compound	7	8	9	10	11	12
PglD inh	-1.8	-1.2	.	2.1	7.8	-7.6
S100A4 inh HTS	1.7	-2.1	-0.3	-7.2	-2.7	6.1
DENV2 CPE	-5.5	-1.6	.	14.1	1.0	0.4
E-selectin induc	.	0.3	0.3	-0.3	.	-0.2
ERp5 block	-2.8	-3.2	0.8	3.9	3.6	1.8
C2C12 statin	.	3.5	.	-2.4	-4.5	-22.6
SIRT5 inh	5.3	-1.1	-1.2	0.1	-2.2	1.1

13	O=C(O)CCCC(=O)N1CCc2cc(S(=O)(=O)N3CCc4ccccc43)ccc21
14	O=C(Cc1ccc(F)cc1)N1CCN(c2ccc([N+](=O)[O-])cc2)CC1
15	O=C(c1ccc(F)c(F)c1)N1CCC2(CC1)NCCc1[nH]cnc12
16	C[C@H](CO)N1C[C@H](C)[C@@H](CN(C)C(=O)Nc2ccc(C(F)(F)F)cc2)Oc2ccc(NC(=O)Cn3cnnn3)cc2C1=O
17	CCc1nc2sc3c(=O)[nH]cnc3c2c2c1CSC(C)(C)C2
18	CCN(C(=O)Cn1cnc2cc([N+](=O)[O-])ccc2c1=O)C1CCS(=O)(=O)C1 (stereo not drawn)

assay / compound	13	14	15	16	17	18
PglD inh	4.3	2.8	3.3	3.0&-2.2	5.8	3.4
S100A4 inh HTS	-5.8	6.6	-0.6	5.2&-0.7	-1.4	9.8
DENV2 CPE	18.5	-3.5	-0.5	?	5.0	3.6
E-selectin induc	.	.	.	0.1&0.0	3.8	1.4
ERp5 block	3.9	-1.3	4.3	6.8&3.6	-6.9	7.3
C2C12 statin	5.9	18.1	-3.2	7.8&-1.3	0.5	3.2
SIRT5 inh	27.7*	-1.5	1.6	1.6&-1.4	-0.6	-8.7

# Structures listed so far marked active in SIRT5 inh:
entry	smiles	PglD inh	S100A4 inh HTS	DENV2 CPE	ERp5 block	SIRT5 inh
13	O=C(O)CCCC(=O)N1CCc2cc(S(=O)(=O)N3CCc4ccccc43)ccc21	4.3	-5.8	18.5	3.9	27.7*

# Remaining list, next part:
19	O=C1CCCC2=C1C(c1ccc(O)c(O)c1)c1c(ccc3ncccc13)N2 (stereo not drawn)
20	COc1cccc(-c2ccc3ncnc(NCc4cccs4)c3c2)c1
21	C=C[C@H]1C(O[C@@H]2O[C@H](CO)[C@@H](O)[C@H](O)[C@H]2O)OC=C2C(=O)N3CCc4cc(OC)c(O)cc4[C@H]3C[C@H]21 (stereo partly drawn)
22	O=C(Nc1ccc([N+](=O)[O-])cn1)c1cccnc1
23	CO[C@H]1CN(C)C(=O)c2ccc(NC(=O)c3ccc(-c4ccccc4)cc3)cc2OC[C@H](C)NC[C@@H]1C
24	CN(C(=O)CSc1nc(O)cc(=O)n1-c1ccccc1F)c1ccccc1

assay / compound	19	20	21	22	23	24
PglD inh	.	2.1	-7.1	-2.0	.	-2.4
S100A4 inh HTS	-4.0	-2.1	-11.0	4.9	5.3	-15.6
DENV2 CPE	11.7	17.8	2.3	9.7	-6.7	-16.0
E-selectin induc	.	.	.	.	0.4	-1.1
ERp5 block	6.0	1.4	-3.0	3.2	6.1	5.5
C2C12 statin	.	-33.4	-8.4	-1.4	.	3.7
SIRT5 inh	14.1	.	-2.1	6.6	5.9	3.0

25	Cc1cc(N)n(-c2ccccc2C)n1
26	CN(C(=O)COC(=O)Cc1ccccc1[N+](=O)[O-])C1CCS(=O)(=O)C1 (stereo not drawn)
27	C[C@H](NC(=O)c1nc[nH]c1C(=O)N(C)CCO)c1ccccc1
28	C=CCn1c(SCC(=O)NC2CC2)nnc1C1CC1
29	CC(Nc1nc(N2CCN(CCO)CC2)nc2ccccc12)c1ccccc1 (stereo not drawn)
30	C[C@H](O)C#Cc1ccc2c(c1)O[C@@H](CN(C)Cc1ccncc1)[C@@H](C)CN([C@@H](C)CO)S2(=O)=O

assay / compound	25	26	27	28	29	30
PglD inh	.	-2.3	-5.5	-1.1	.	1.0
S100A4 inh HTS	6.7	-5.0	-6.8	1.9	-0.3	7.7
DENV2 CPE	6.4	2.1	2.3	17.4	-0.7	-2.3
E-selectin induc	.	-0.4	-0.2	-0.5	0.1	0.5
ERp5 block	-4.6	-4.0	-4.0	-0.4	0.7	-2.2
C2C12 statin	.	-3.6	-9.0	.	.	-0.7
SIRT5 inh	-4.9	-10.1	.	-0.9	-2.2	0.0

# Taken from above:
# For SIRT5 inh, no. 29 has the entry -2.2
# For ERp5 block, no. 30 has the entry -2.2
# For PglD inh, no. 28 has the entry -1.1
# For SIRT5 inh, no. 25 has the entry -4.9
# For PglD inh, no. 27 has the entry -5.5

# Exported field by field: three of the compounds above
25) Cc1cc(N)n(-c2ccccc2C)n1
  PglD inh: .; S100A4 inh HTS: 6.7; DENV2 CPE: 6.4; E-selectin induc: .; ERp5 block: -4.6; C2C12 statin: .; SIRT5 inh: -4.9
26) CN(C(=O)COC(=O)Cc1ccccc1[N+](=O)[O-])C1CCS(=O)(=O)C1 (stereo not drawn)
  PglD inh: -2.3; S100A4 inh HTS: -5.0; DENV2 CPE: 2.1; E-selectin induc: -0.4; ERp5 block: -4.0; C2C12 statin: -3.6; SIRT5 inh: -10.1
27) C[C@H](NC(=O)c1nc[nH]c1C(=O)N(C)CCO)c1ccccc1
  PglD inh: -5.5; S100A4 inh HTS: -6.8; DENV2 CPE: 2.3; E-selectin induc: -0.2; ERp5 block: -4.0; C2C12 statin: -9.0; SIRT5 inh: .

# Continued:
31	COc1cc(C(c2sc3nc(C)nn3c2O)N2CCOCC2)cc(OC)c1OC (stereo not drawn)
32	CCOC(=O)N1CCN(C(c2ccc(C(C)C)cc2)c2sc3nc(C)nn3c2O)CC1 (stereo not drawn)
33	COc1ccccc1CNC(=O)C[C@H]1CC[C@@H]2[C@@H](COc3ccc(NC(=O)Nc4ccc(F)c(F)c4)cc3C(=O)N2C)O1
34	Cc1ccc(N(C(C)C(=O)N2CCOCC2)S(C)(=O)=O)cc1C (stereo not drawn)
35	CC(=O)c1c(C)[nH]c(C(=O)CN2CCN(S(=O)(=O)c3ccc(C(C)C)cc3)CC2)c1C
36	O=C(NCC1CCCO1)c1nc(Cn2ccc([N+](=O)[O-])n2)no1 (stereo not drawn)

assay / compound	31	32	33	34	35	36
PglD inh	-1.5	-2.1	-3.4	.	-4.4	.
S100A4 inh HTS	4.3	-1.8	8.4	-0.4	-2.3	-3.4
DENV2 CPE	3.0	-7.2	2.7	0.9	-14.3	0.5
E-selectin induc	.	1.2	-0.1	.	.	.
ERp5 block	3.8	-10.4	1.1	5.9	-2.0	3.5
C2C12 statin	-0.8	18.8	-129.2	.	-0.1	-5.7
SIRT5 inh	5.6	-10.1	2.6	-1.2	-6.4	-0.7

# Screens (PubChem)
